Screening data (PubChem)
Scp-1 inhibitor: Scp-1 (human) phosphatase inhibition. Recombinant Scp1, phosphopeptide, malachite green phosphate absorbance. actives 0.88% (n = 340,000). inhibition, % at 20 µM. Q9GZU7;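 active = inhibition above about 50% at 20 µM, limit read from the data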;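 note: plate controls were DMSO wells with enzyme for no effect and wells lacking enzyme for full effect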
Target sequence (Q9GZU7 76-261 limits assumed): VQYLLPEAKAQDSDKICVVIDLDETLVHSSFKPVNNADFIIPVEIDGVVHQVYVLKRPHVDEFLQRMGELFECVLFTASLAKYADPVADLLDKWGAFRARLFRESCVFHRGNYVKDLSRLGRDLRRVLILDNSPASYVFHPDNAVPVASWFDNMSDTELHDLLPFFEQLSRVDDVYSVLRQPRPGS
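Test system: SCP-1 phosphatase catalytic domain, residues 76-261 | Compound dosing: One concentration, 20 µM, with 1.0% DMSO | Schedule: 45 min room-temperature reaction, 5 min colour, 30 min stabiliser | Detection: Absorbance at 630 nm | Read-out basis: % inhibition of SCP-1 phosphate liberation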
DNMT1 inh: blocks human DNA methyltransferase DNMT1 | P26358 | inhibition (reported as % activation of signal), % at 10 µM | actives 0.83% (n = 360,000) | DNMT1 molecular beacon, Hinp1I cleavage, fluorescence; in the data active = inhibition above about 50%
STEP block: STEP (human) phosphatase inhibition | P54829 | recombinant STEP, OMFP fluorogenic substrate, fluorescence | actives 0.25% (n = 360,000) | AID 588621 | inhibition, % at 20 µM;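 active = inhibition at 20 µM, scaled per plate between control wells, above about 37%, limit read from the data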;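 note: 0% = DMSO with enzyme and substrate and 100% = substrate only without enzyme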
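Assay system: isolated STEP enzyme / Timing: 20 min at room temperature, dark / Doses: 20 µM, 1% DMSO / Technique: fluorescence intensity, excitation 480 nm, emission 540 nm / Reagent: fluorogenic phosphatase substrate OMFP at 25 µM final / Measure: percent inhibition scaled to no-enzyme and uninhibited-enzyme controls, plate-pattern corrected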
MsrA act: activators of bovine methionine sulfoxide reductase A; actives 0.3% (n = 360,000); activation, % at 10.6 µM; purified bovine MsrA, absorbance read-out; in the data active = activation above about 7.5%;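 note: 0% = vehicle and 100% = reference activator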
CendR NRP1 mod: alters CendR peptide binding to human NRP-1; O14786; FAM-RPARPAR peptide binding to NRP-1, fluorescence polarization; inhibition, % at 25 µM; actives 0.85% (n = 360,000);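 active = inhibition or corrected inhibition above about 18%, plus a signal ratio from 0.5 to 1.5, limit read from the data, passing the limit was not always enough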; note: strong numbers were not always called active
Target sequence (O14786 whole entry, looked up): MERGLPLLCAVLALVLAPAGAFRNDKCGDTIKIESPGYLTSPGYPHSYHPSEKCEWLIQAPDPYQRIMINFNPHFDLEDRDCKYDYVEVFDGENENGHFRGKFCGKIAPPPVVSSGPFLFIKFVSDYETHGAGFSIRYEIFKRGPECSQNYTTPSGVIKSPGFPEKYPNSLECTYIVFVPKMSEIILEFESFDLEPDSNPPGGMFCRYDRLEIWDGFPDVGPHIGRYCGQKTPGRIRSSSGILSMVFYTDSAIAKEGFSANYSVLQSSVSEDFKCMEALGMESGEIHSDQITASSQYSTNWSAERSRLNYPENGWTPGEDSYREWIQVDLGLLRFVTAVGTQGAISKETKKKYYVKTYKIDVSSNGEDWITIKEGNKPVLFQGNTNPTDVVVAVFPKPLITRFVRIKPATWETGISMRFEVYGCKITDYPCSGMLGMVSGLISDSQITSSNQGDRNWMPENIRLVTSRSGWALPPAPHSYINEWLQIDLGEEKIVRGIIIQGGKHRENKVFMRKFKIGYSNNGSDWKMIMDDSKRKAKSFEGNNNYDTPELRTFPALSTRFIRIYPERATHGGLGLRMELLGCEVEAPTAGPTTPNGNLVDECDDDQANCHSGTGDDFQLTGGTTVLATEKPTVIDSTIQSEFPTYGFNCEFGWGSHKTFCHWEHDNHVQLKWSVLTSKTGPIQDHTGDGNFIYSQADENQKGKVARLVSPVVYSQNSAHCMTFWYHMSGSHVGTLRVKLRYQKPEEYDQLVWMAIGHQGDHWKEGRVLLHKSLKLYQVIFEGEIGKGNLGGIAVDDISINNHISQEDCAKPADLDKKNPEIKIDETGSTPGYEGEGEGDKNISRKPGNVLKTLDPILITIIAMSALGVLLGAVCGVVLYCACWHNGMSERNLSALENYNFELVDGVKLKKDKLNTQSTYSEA
SUMO1 PPI mod: alters human SUMO1 binding to SIM partners | SUMO1 binding to a labelled peptide, TR-FRET, 1 h | actives 0.33% (n = 360,000) | AID 602429 | inhibition, % at 20 µM; in the data active = inhibition above about 37%
E coli Lon inh: inhibitors of E. coli Lon protease | P0A9M0 | purified E. coli Lon protease, fluorescence polarization | inhibition, % at 7.94 µM | actives 0.42% (n = 360,000) | AID 602123; in the data active = inhibition above about 13%, passing the limit was not always enough;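 note: 0% = enzyme with probe and DMSO and 100% = no enzyme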
TbMetRS inhib: blocks T. brucei methionyl-tRNA synthetase activity; purified T. brucei MetRS, ATP depletion, Kinase-Glo luminescence; inhibition, % at 11.9 µM; actives 0.4% (n = 360,000);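 active = inhibition above a per-plate cutoff of the control wells' mean inhibition plus 3 SD, cut at about 5.5% in these data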;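 note: 0% = DMSO wells median and 100% = median of wells with control inhibitor compound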
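Material – parasite MetRS enzyme · Medium – HEPES-MgCl2-KCl buffer plus DTT, spermine, BSA, pyrophosphatase · Reagent – ATP, methionine and E. coli bulk tRNA substrates · Times – 15 min enzyme-compound preincubation, 2 h reaction, 10 min detection, 25 °C · Measured by – luminescence of leftover ATP · Evaluation – percent inhibition relative to median high and low control wells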
MsrA inh: bovine MsrA inhibition | purified bovine MsrA, absorbance read-out | inhibition, % at 15.5 µM | actives 0.75% (n = 360,000) | AID 651718; in the data active = inhibition above about 4.5%;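 note: 0% = vehicle wells with enzyme and 100% = reference inhibitor wells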
LMPTP block: LMPTP (human) inhibition; recombinant LMPTP-A, OMFP fluorogenic substrate, fluorescence intensity; P24666; AID 651560; inhibition, % at 20 µM; actives 0.22% (n = 360,000);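 active = compounds that cut the enzyme signal by at least half of the control window in the single-dose screen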;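 note: plate controls were DMSO wells with enzyme plus substrate for no effect and substrate without enzyme for full effect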
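Assay system: LMPTP-A phosphatase enzyme | Input: 0.625 nM enzyme | Also added: Fluorogenic phosphatase substrate OMFP at 400 µM final | Compound dosing: One test concentration per compound, 20 µM, with 3% DMSO overall | Schedule: 50 min enzyme reaction at room temperature, protected from light | Signal: Fluorescence intensity | Benchmarks: no-enzyme and uninhibited controls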
Numbers without * were called inactive; . = not tested or not shown; & = joins results of further samples.

SMILES	Scp-1 inhibitor	DNMT1 inh	STEP block	MsrA act	CendR NRP1 mod	SUMO1 PPI mod	E coli Lon inh	TbMetRS inhib	MsrA inh	LMPTP block
COc1ccc(-n2c(/C=C3/C(=O)Nc4ccccc43)nc3ccccc3c2=O)cc1	-4	4	4	-8	-3	-7	-3	0.2	-0.1	0.4
COc1cc(-c2ccc(N)c(OC)c2)ccc1N	6	-4	0	-3	-7	0	2	-0.3	1.6	-1.6
CNC(=O)c1cccn(Cc2cccc(C(F)(F)F)c2)c1=O	-4	-1	-1	-3	2	4	1	0.2	1.4	-0.2
C[C@@H]1CC2(CCCC[N+]2(C)C)C[C@H]1C	23	1	-2	-1	9	3	-1	0.7	0.7	-0.6
Cc1cc(C)n2c(Br)c(CN3CC4CC(C3)c3cccc(=O)n3C4)nc2n1 (centres undefined)	-9	-4	0	-2	7	4	6	-0.1	2.0	-2.1
CCC(=NCCC(c1ccccc1)c1ccccc1)c1c(O)n(C)c(=O)n(C)c1=O	-10	3	6	-2	4	-3	-5	-0.8	-0.1	4.5
CC(=Nc1c(C)n(C)n(-c2ccccc2)c1=O)c1c(O)n(Cc2ccccc2)c(=O)[nH]c1=O	-4	5	-1	-12	-6	2	-6	-1.3	-0.1	0.4
O=C(c1ccco1)c1cn(Cc2ccccc2Cl)c2ccccc12	-11	-5	-3	-1	-3	-4	-6	-0.6	2.4	4.8
Cc1ccc2cc(C=C(C#N)C#N)c(Cl)nc2c1	-3	3	0	1	4	-13	164*	0.1	1.5	-1.6
Nc1cc(N2CCNCC2)c([N+](=O)[O-])cc1Cl	-2	-1	-2	-5	-5	-3	-6	-0.5	-0.8	-2.0
CN1C2CNC(=O)CC1C1CCC2C1 (centres undefined)	.	3	-1	-1	-7	1	-6	0.2	-0.4	-0.5
O=C1NC(=O)C(=Cc2ccccc2[N+](=O)[O-])C(=O)N1	-5	-1	1	-1	25*	-11	-6	-0.3	-0.7	-0.9
COc1ccc(N2C(=O)/C(=C/c3ccc(C)o3)C(=O)NC2=S)c(OC)c1	26	45	4	-4	-155	11	-25	-1.2	-0.8	-0.6
CC(=NCCN1CCOCC1)c1c(O)n(-c2ccccc2C)c(=O)[nH]c1=O	0	1	1	-1	0	-4	-3	-0.6	0.3	-3.7
CC(C)NC1C2CCC(CC2)C1(O)c1ccc(Cl)c(Cl)c1 (centres undefined)	.	4	-5	-2	-4	1	-6	0.6	-0.1	-1.2
CC1CCC(NCCc2ccc3c(c2)OCO3)CC1 (centres undefined)	0	-5	-2	-3	-2	-3	6	0.1	-0.9	0.0
Cc1ccc(Oc2cc(NN3CCCCC3)c([N+](=O)[O-])cc2[N+](=O)[O-])c([N+](=O)[O-])c1	5	-3	4	-10	-8	-12	9	-0.1	0.4	0.3
CC(=O)N(C)CC#CCN1CCC(O)CC1	4	1	1	-3	37*	1	15	-0.4	0.2	-3.3
CC(=O)Nc1ccccc1C(=O)OCc1ccccc1F	-7	-3	-4	-4	-6	-3	-2	-0.4	-0.1	0.2
COc1ccc(C2C(C(=O)N3CCC4(CC3)OCCO4)CC(=O)N2c2ccc(OC)cc2)cc1 (centres undefined)	-8	0	-2	1	0	4	6	0.1	.	0.0
CCOC(C[n+]1c(-c2ccccc2)cc(C)cc1-c1ccccc1)OCC	1	6	0	-2	3	1	-8	-0.2	0.2	0.3
O=C(O)CP(=O)(O)c1ccc(Cl)cc1	-2	-2	-1	-1	0	-1	5	-0.7	-0.6	0.4
C=CCOC(=O)C1=C(C)OC(N)=C(C#N)C12C(=O)N(CN1CCOCC1)c1ccccc12 (centres undefined)	3	-3	-1	-3	-8	-3	-6	0.1	-0.5	-0.1
CCN(CC)Cc1c[nH]c2ccccc12	0	-11	-2	-10	16	-4	-4	1.2	1.7	3.3
COc1cc2c(ccc3c4cc(OC)c(OC)cc4c[n+](C)c23)cc1O	-2	-23	1	-2	1	-57	-3	0.7	2.7	5.3

13 consecutive records out of the list so far, for reference:
SMILES	Scp-1 inhibitor	DNMT1 inh	STEP block	MsrA act	CendR NRP1 mod	SUMO1 PPI mod	E coli Lon inh	TbMetRS inhib	MsrA inh	LMPTP block
COc1ccc(-n2c(/C=C3/C(=O)Nc4ccccc43)nc3ccccc3c2=O)cc1	-4	4	4	-8	-3	-7	-3	0.2	-0.1	0.4
COc1cc(-c2ccc(N)c(OC)c2)ccc1N	6	-4	0	-3	-7	0	2	-0.3	1.6	-1.6
CNC(=O)c1cccn(Cc2cccc(C(F)(F)F)c2)c1=O	-4	-1	-1	-3	2	4	1	0.2	1.4	-0.2
C[C@@H]1CC2(CCCC[N+]2(C)C)C[C@H]1C	23	1	-2	-1	9	3	-1	0.7	0.7	-0.6
Cc1cc(C)n2c(Br)c(CN3CC4CC(C3)c3cccc(=O)n3C4)nc2n1 (centres undefined)	-9	-4	0	-2	7	4	6	-0.1	2.0	-2.1
CCC(=NCCC(c1ccccc1)c1ccccc1)c1c(O)n(C)c(=O)n(C)c1=O	-10	3	6	-2	4	-3	-5	-0.8	-0.1	4.5
CC(=Nc1c(C)n(C)n(-c2ccccc2)c1=O)c1c(O)n(Cc2ccccc2)c(=O)[nH]c1=O	-4	5	-1	-12	-6	2	-6	-1.3	-0.1	0.4
O=C(c1ccco1)c1cn(Cc2ccccc2Cl)c2ccccc12	-11	-5	-3	-1	-3	-4	-6	-0.6	2.4	4.8
Cc1ccc2cc(C=C(C#N)C#N)c(Cl)nc2c1	-3	3	0	1	4	-13	164*	0.1	1.5	-1.6
Nc1cc(N2CCNCC2)c([N+](=O)[O-])cc1Cl	-2	-1	-2	-5	-5	-3	-6	-0.5	-0.8	-2.0
CN1C2CNC(=O)CC1C1CCC2C1 (centres undefined)	.	3	-1	-1	-7	1	-6	0.2	-0.4	-0.5
O=C1NC(=O)C(=Cc2ccccc2[N+](=O)[O-])C(=O)N1	-5	-1	1	-1	25*	-11	-6	-0.3	-0.7	-0.9
COc1ccc(N2C(=O)/C(=C/c3ccc(C)o3)C(=O)NC2=S)c(OC)c1	26	45	4	-4	-155	11	-25	-1.2	-0.8	-0.6

Further entries
SMILES	Scp-1 inhibitor	DNMT1 inh	STEP block	MsrA act	CendR NRP1 mod	SUMO1 PPI mod	E coli Lon inh	TbMetRS inhib	MsrA inh	LMPTP block
Cc1ccc(S(=O)(=O)NCCC(=O)Nc2ccc(Cl)cc2C(=O)c2ccccc2)cc1	-18	-6	-8	-2	12	3	-4	-0.2	-1.4	1.4
COc1cc(OC)c(OC)cc1CNCCc1ccc(OC)c(OC)c1	-4	-2	2	-2	-9	0	2	0.4	1.0	0.1
Cc1ccc(N2Cc3ccccc3C2=N)cc1[N+](=O)[O-]	-5	-3	-1	-3	5	-10	-3	-0.2	0.2	0.8
O=c1[nH]c(O)c(/C=C2\C=Nc3ccc(OCc4ccccc4)cc32)c(=O)[nH]1	-5	71*	0	-5	130	4	27*	0.1	0.7	1.4
c1ccc2c(c1)CC1CNCc3cccc(c31)S2 (centres undefined)	1	10	-3	-3	-1	-4	-1	-1.2	0.3	-1.3
CNC(=S)N(C)CCc1cc2c(c(OC)c1/C=C1/C(=O)NC(=O)N(C)C1=O)OCO2	-5	1	2	-1	-7	5	-19	0.2	2.3	-0.5
Cc1cc(C)c(C)c(C(O)(C(=O)O)c2ccccc2)c1C (centres undefined)	0	2	2	-5	2	11	-7	-0.4	-0.1	-1.6
Cc1cc(/C=C2/C(=O)NC(=O)N(Cc3ccco3)C2=O)c(C)n1-c1ccc(C(=O)O)cc1	46	52*	4	-4	-70	18	-24	0.3	2.0	3.8
Cc1cc(C)c2c(c1)NP(=S)(c1ccccc1)N2 (centres undefined)	5	0	2	0	-5	1	-6	-0.1	0.0	1.6
CCOC(=O)[C@]12Cc3cc(OC)ccc3[C@H]1N(C1CCCCC1)C(=O)c1ccccc12	.	.	.	-3	12	8	-4	-0.7	0.4	0.2
O=C(c1ccccc1[N+](=O)[O-])N1CCC2(CC1)OCCO2	7	1	1	-7	2	-6	-1	-1.2	-1.6	-0.4
CC(C)CC(N(C)C)C1(c2ccc(Cl)cc2)CCC1 (centres undefined)	4&2	3&6	-3&0	-2&-4	-6&-7	1&3	-2&-9	-0.5&-2.1	0.6&-0.5	-1.7&-1.8
Cc1ccn2nc(S(=O)(=O)Nc3c(F)cccc3F)nc2n1	-1	5	0	-2	-15	0	-6	0.4	-0.4	-0.4
CC1CN1P(=O)(Oc1ccc2ccccc2c1)N1CC1C (centres undefined)	-5	3	2	-4	14	2	-9	-0.2	0.3	-1.7
O=C(CNC(=O)c1ccc(Br)cc1)Nc1ccc(Br)cc1C(=O)c1ccccc1	-5	0	-2	-3	0	-3	2	0.1	-0.6	1.7
Cc1ccc(S(=O)(=O)N(C)CCCC(=O)N2CCN(c3ccccn3)CC2)cc1	-3	-3	-3	1	6	-2	-6	-0.1	1.6	-0.4
CN(C)Cc1ccccc1OC(=O)N(C)C	-7	8	2	3	-5	20	0	-1.0	-0.4	-0.7
COCCCn1c(N)c(C(=O)OC(C)COC)c2nc3ccccc3nc21 (centres undefined)	-10	-14	1	-1	2	-1	-5	-0.3	2.8	0.6
CCCCn1c(=O)c(C(=O)Nc2cnccn2)c(O)c2ccccc21	-8	4	0	2	-3	10	0	-0.7	0.6	-0.7
CCOC(=O)CCCCCNC(=O)c1c(O)[nH]c(=O)[nH]c1=O	-8	0	1	-2	5	0	-1	-0.4	-0.5	-1.3
FC(F)(F)c1ccc(NC2=NCCCS2)cc1	-4	1	0	0	10	-1	-13	0.0	0.4	-0.6
O=C1NCN(c2ccccc2)C12CCN(C(CCc1ccccc1)c1nnnn1-c1ccc3c(c1)OCCO3)CC2 (centres undefined)	.	-23	5	-5	-1	1	-6	-0.3	1.2	3.6
O=c1ccc2cc3ccoc3c(O)c2o1	4	-5	0	-2	-16	3	1	-0.7	-0.1	-1.3
O=C(N[C@H]1CP(=O)(Oc2ccccc2)O[C@H](COCc2ccccc2)[C@H]1O)C(Cl)(Cl)Cl (some centres undefined)	-5	1	-3	-3	1	-6	11	0.2	-0.3	-0.2
N[C@@H](Cc1c[nH]c2ccccc12)c1nnc(SCc2ccccc2)o1	-3	-9	-4	-3	9	2	-3	0.5	0.2	0.1
Cc1c(C(=O)c2cccc3ccccc23)c2cccc3c2n1[C@H](CN1CCOCC1)CO3	-4	-11	-2	-1	2	4	-4	-0.5	1.2	0.9
COC(=O)C1=C(c2ccc(S(C)(=O)=O)cc2)C[C@@H]2CC[C@H]1N2C	3	0	-3	0	35*	6	7	0.1	0.1	-0.4

These rows are one share of the data; rates above refer to the full screens.
